NR3A LBD binder = modulates the human NR3A ligand-binding domain; Tm shift relative to glycine control, % at 25 µM; actives 2.5% (n = 340,000); NR3A LBD differential scanning fluorimetry, Tm shift; 0% = protein alone, 100% = glycine-bound protein;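 active means melting temperature shift of at least 10% of the positive control shift, at one fixed dose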
* = called active by the depositor. Not all compounds are listed; the hit share may differ from the screen's.

SMILES	NR3A LBD binder
CCCCCCn1c(=O)[nH]c2nc3cc(N)c(C)cc3nc2c1=O	-2
CC(=O)c1ccccc1NC(=O)CN1C(=O)NC2(CCCCCCC2)C1=O	1
COc1ccccc1-n1nnnc1SCC(=O)NCC1(N2CCCCC2)CCCCC1	4
Cc1ccc(S(=O)(=O)N2CCN(C(=O)[C@H](Cc3ccccc3)NC(=O)c3ccco3)CC2)cc1	0
Nc1nc(=O)c2ccccc2s1	-3
Oc1ccc(Cl)cc1C=NN1CCCCCC1	-4
O=c1cc(N=Nc2ccc(Cl)cc2)[nH]c(=O)[nH]1	3
O=C(Nc1ccccc1)OCCc1ccccn1	-2
Cc1ccc(C)c(NC(=O)CC2Sc3ccccc3NC2=O)c1 (stereo not drawn)	-1
COC(=O)c1ccc(NC(=O)c2cn(-c3cccc(C)n3)cn2)cc1	-1
COc1ccc(S(=O)(=O)Nc2cc(Cl)ccc2OC)cc1	-2
CNc1c2cccc(C)c2nc2c(C(=O)NCCN(C)C)cccc12	-2
O=C(CCSCCC(=O)NN=Cc1ccc(F)cc1)NN=Cc1ccc(F)cc1	-1
CN(CCc1ccccc1)C(=O)c1ccc(NC(=O)Cc2ccc(NC(=O)C3CCCN(C(=O)C4CCCCC4)C3)cc2)cc1 (stereo not drawn)	-3
Cc1ccc(S(=O)(=O)N2CCN(C(=O)COC(=O)c3ncc(Cl)c(Cl)c3Cl)CC2)c(C)c1	3
O=C(COc1ccc2ccccc2c1)NNC(=O)Cc1ccccc1	-3
Nc1nc(SCc2ccccn2)c2ncn(C3CCCC3)c2n1	0
O=CNc1ccc2c(c1)Cc1cccc(NC=O)c1-2	-6
Nc1nnc2cc(Cl)ccc2n1	1
NS(=O)(=O)c1ccc(NC(=O)c2cccc3cc4ccccc4nc23)cc1	-2
COc1cc(Cl)c(CNC[C@H]2O[C@@H](n3ccc(=O)[nH]c3=O)[C@H](O)[C@@H]2O)c(Cl)c1O	-3
CC1(C)CCC(=NNC(N)=S)CC1	-1
CCc1ccccc1N=Cc1c(C)c(C#N)c2[nH]c3ccccc3n2c1=O	-2
COc1cc(O)c(C(C)=O)c2c1C=CC(C)(C)O2	-2
COc1ccccc1S(=O)(=O)Cc1ccc(C(=O)N2CCN(c3cccc(Cl)c3)CC2)o1	-2
SMILES	NR3A LBD binder
COc1ccccc1N1C(=O)C(Cl)=C(Nc2ccccc2O)C1=O	-4
O=C(O)CN1C(=O)/C(=C\c2cc(Br)ccc2OCc2ccc(Cl)cc2)SC1=S	4
CCOc1ccc(S(=O)(=O)N2CCN(C(=O)c3ccc(Cl)c(S(=O)(=O)N4CCOCC4)c3)CC2)cc1	0
Clc1ccc2c(c1)C1CC2CCN1Cc1ccccc1 (stereo not drawn)	1
O=S(=O)(c1ccccc1)N1CCNc2ccccc21	-1
CC1(c2ccccc2)CCC(=O)NC1 (stereo not drawn)	0
CCSC1(SCC)N=C(N)C2(C#N)C(c3ccccc3)NC(C)=C(C)C12C#N (stereo not drawn)	-1
CC(C)CSc1ccc(S(=O)(=O)NCC(=O)O)cc1[N+](=O)[O-]	-1
Clc1ccc(C(c2nnnn2C2CCCCC2)N(Cc2cccnc2)Cc2ccco2)cc1 (stereo not drawn)	2
O=C(C(Br)=Cc1ccccc1)c1ccccc1	6
COc1ccc(CCc2cc(OC)c(OC)c(OC)c2)cc1	-1
Cc1ccc(C2=NNC(=Nc3ccc(F)cc3)SC2)cc1	1
COc1ccc(NS(=O)(=O)c2cccc(C(=O)NNC(=O)CNC(=O)c3ccccc3Cl)c2)cc1	-3
O=S(=O)(O)c1cc(Cl)cc(N=Nc2ccc(O)cc2O)c1O	4
CCNc1cc2c(cc1O)CCC1C2CCC2(C)C(O)CCC12 (stereo not drawn)	-2
CCOC(=O)CC1=C(C(=O)OCC)C(c2ccncc2)C(C#N)=C(N)O1 (stereo not drawn)	0
Cc1ccc(Cn2nc(C)c(NC(=O)CSc3nc4c(c(C(F)(F)F)n3)CCc3ccccc3-4)c2C)cc1	1
COc1ccc(OC(=O)N2C/C(=C/c3ccccc3)C(=O)/C(=C\c3ccccc3)C2)cc1	1
COc1cc(C2c3cc4c(cc3CC3COC(=O)N32)OCO4)cc(OC)c1OC (stereo not drawn)	0
COC(=O)C1C2CC(C(Br)C2Br)C1C(=O)O (stereo not drawn)	-1
Cc1c(C=NNc2ccccc2)[nH]c(=O)[nH]c1=O	1
CC(=O)Nc1c(C)ccc([N+](=O)[O-])c1C	-10
O=C(CSc1nnc(SCc2ccccc2)s1)N/N=C/c1c[nH]c2ccccc12	-3
COc1ncnc2c1oc1nc(CC(C)C)c3c(c12)CCCC3	1
COc1ccc(S(=O)(=O)N2CCCCC2)cc1NC(=O)c1cccc(S(=O)(=O)N2CC(C)OC(C)C2)c1 (stereo not drawn)	-1
SMILES	NR3A LBD binder
CN(Cc1ccccc1)C(=O)c1ccc(NC(=O)Cc2ccc(NC(=O)C3CCN(C(=O)C4CCCCC4)CC3)cc2)cc1	-1
CC(=NNc1ccc([N+](=O)[O-])cn1)c1ccccc1	4
Cc1cccc(/C(N)=N/OC(=O)COc2ccccc2Cl)c1	-1
O=C(Oc1ccccc1C(=O)Nc1ccccc1)c1ccccc1Br	-9
OC(c1ccccc1)C(Nc1ccccn1)c1ccccc1 (stereo not drawn)	-1
Cc1ccc(C2(SCC(N)C(=O)O)c3ccccc3-c3ccccc32)cc1 (stereo not drawn)	-10
O=[N+]([O-])c1ccc(N=NNc2ccc([N+](=O)[O-])cc2)cc1	5
Cc1c(NC(=O)c2cccc(S(=O)(=O)N(C)c3ccccc3)c2)c(=O)n(-c2ccccc2)n1C	2
S=c1ncc2[nH]c(=S)[nH]c2[nH]1	0
OCCn1cnc2c(SCc3ccccc3)ncnc21	-4
CCOC(=O)C1CCCCN1C(=O)c1cc2ccc(OC)cc2c2cc(OC)c(OC)cc12 (stereo not drawn)	0
C/C(C/C(C)=C1/SC(=S)NC1=O)=C1\SC(=S)NC1=O	0
COc1ccccc1C=NNc1nc(C)cc(=O)[nH]1	-2
CNc1nc2cc([N+](=O)[O-])c([N+](=O)[O-])cc2nc1NC	2
O=C(COC(=O)/C=C/c1ccc(Cl)cc1)Nc1ccccc1-c1ccccc1	1
COc1cc(C(=O)NC2CCN(C)CC2)ccc1Nc1ncc2c(n1)N(C1CCCCC1)CCC(=O)N2C	-10
COc1ccc2nc(-n3c(O)c(C4=c5ccccc5=NC4=O)[nH]c3=S)sc2c1	17*
O=C(Cc1cccc(NC(=O)C2CCN(C(=O)C3CC3)CC2)c1)Nc1cccc(C(=O)N2CCCCC2)c1	0
CCOc1ccc(OCCCC(=O)Nc2cc(S(=O)(=O)N3CCOCC3)ccc2N2CCOCC2)cc1	-1
CN(C(=O)c1ccc(NC(=O)Cc2cccc(NC(=O)C3CCN(C(=O)C4CCCC4)CC3)c2)cc1)C1CC1	2
N#Cc1c2c(c(-c3ccccc3Cl)[nH]c1=S)CCCC2	0
O=C(CC1CCCC1)N1CCN(S(=O)(=O)c2cccc(F)c2)CC1	1
Nc1nccc(NCCSCc2ccccc2)n1	-1
Cc1cc(C)n(-c2nc3ccccc3c(=O)n2OCC(=O)OCc2ccccc2)n1	-1
CC(C)C[C@@H](CN1CCC[C@@H]1CN1C(=O)C(=O)NC[C@@H]1Cc1ccccc1)N1C[C@H](Cc2ccccc2)N(CC2CCCCCC2)C(=O)C1=O	0
SMILES	NR3A LBD binder
CCc1nnc(NC(=O)[C@@H](NS(=O)(=O)c2ccc3c(c2)OCCO3)C(C)C)s1	-3
COc1cc(NCCCC(C)N)c2ncccc2c1 (stereo not drawn)	2
N#Cc1c(N2CCN(c3ccc(F)cc3)CC2)nc(N)c2c(N)nc3c(c12)CC(=O)N3C1CC1	-4
Cc1cc(NC(=O)c2cc(-c3ccco3)on2)nn1Cc1ccc(Cl)cc1	0
Cc1ccc(S(=O)(=O)N2CCN(C(=O)CN(Cc3ccco3)Cc3cccs3)CC2)cc1	3
O=C1C(O)=CC(=C(c2ccccc2)c2ccccc2)c2ccccc21	-70
O=C(Nc1ccc2ccccc2c1[N+](=O)[O-])c1ccccc1	-5
CCOC(=O)C(C(=O)Cc1ccccc1)c1ccccc1 (stereo not drawn)	-1
CCOc1nc(-c2ccc(OC)cc2)ccc1-c1noc(-c2ccncc2)n1	0
O=C1C2C3C=CC(O3)C2C(=O)N1N=Cc1cccc2ccccc12 (stereo not drawn)	8
Clc1ccccc1CSc1cnnc2ccccc12	1
Cc1cccc(C(=O)N2[C@@H](C(C)C)COc3cc(Br)ccc3S2(=O)=O)c1	0
O=C(NNS(=O)(=O)c1ccc2ccccc2c1)C1CCN(Cc2ccccc2)CC1	-2
CN(C(=O)c1cccc(NC(=O)Cc2ccc(NC(=O)C3CCN(C(=O)C4CCCC4)CC3)cc2)c1)C1CCCCC1	-1
OC[C@H]1O[C@@](CO)(O[C@H]2O[C@H](CO)[C@@H](O)[C@H](O)[C@H]2O)[C@@H](O[C@H]2O[C@H](CO)[C@@H](O)[C@H](O)[C@H]2O)[C@@H]1O	1
CC1CCC(=NO)C(=NO)C1 (stereo not drawn)	2
CCC1CN2CCc3cc(OC)c(OC)cc3C2CC1CC1c2cc(OC)c(OC)cc2CCN1C(=O)C(Cc1c[nH]c2ccccc12)NC(=O)OC(C)(C)C (stereo not drawn)	-2
O=C(CCc1ccc(Oc2cc([N+](=O)[O-])cc([N+](=O)[O-])c2)cc1)Nc1cccc(Cl)c1	11*
CCOc1ccccc1N1CC(C(=O)Nc2cc(S(=O)(=O)N3CCOCC3)ccc2OC(C)C)CC1=O (stereo not drawn)	0
CC1(C)CC[C@]2(C(=O)n3ccnc3)CC[C@]3(C)[C@H](C(=O)C=C4[C@@]5(C)C=C(C#N)C(=O)C(C)(C)[C@@H]5CC[C@]43C)[C@@H]2C1	0
CCCCn1c(=NC(=O)c2cccnc2)c(C(=O)OCC)cc2c(=O)n3ccccc3nc21	-3
CC(C)Cn1cnc2c(SCc3ccc(Cl)cc3)nc(N)nc21	-7
Clc1ccc(-c2csc(Nc3ccccc3)[n+]2Cc2ccco2)c(Cl)c1	1
CC(=O)c1cc2c(cc1C)CCCC2(C)C	-2
N=c1n(CC(=O)c2ccc([N+](=O)[O-])cc2)c2ccccc2n1Cc1ccccc1Cl	-4
SMILES	NR3A LBD binder
Cc1cc(=O)oc2c(C)cc(C(C)(C)C)cc12	-1
O=C(NCc1ccccc1)N1CCN(CCO)CC1	-2
CCOC(=O)C=C(C(=O)OCC)C(=O)OCC	-3
COc1cc(C(=O)OCC(C)=O)ccc1OCc1c(C)noc1C	-2
C#CCOCCOCCOCCNc1nc(N2CCN(C(=O)[C@H]([C@@H](C)CC)n3cc(CCC(=O)O)nn3)CC2)nc(N2CCN(C(=O)[C@H](CCCCN)n3cc(CC(C)O)nn3)CC2)n1 (stereo partly drawn)	4
Cc1ccncc1CNC(=O)c1ccccc1	-1
COc1ccc2c(c1OC)OCC2C (stereo not drawn)	-1
O=C(CSc1cccc[n+]1[O-])Nc1cc2c(cc1Cl)C(=O)c1ccccc1C2=O	0
CCOC(=O)C(Cc1ccnc2ccccc12)=NO	0
CCOc1nc(OCC)c2[nH]c(C(=O)O)c(Br)c2n1	-5
c1csc(CNc2ccc3c(c2)OCCO3)c1	-2
COc1ccc(CCN2CC(C(=O)OCc3ccccc3Cl)CC2=O)cc1OC (stereo not drawn)	-1
CC(=O)Nc1ncc(Sc2ccc([N+](=O)[O-])cc2)s1	0
COC1=NC2=NCCN2C(OC)=N1	-1
Cc1ccc(CN2C(=O)COc3cc(NS(C)(=O)=O)ccc32)cc1	0
CCc1ccc(NC(=O)CN2CCN(c3ccc(OC)cc3)CC2)cc1	2
CCN1C(c2ccccc2)=C(c2ccccc2)S/C1=C/C=C1\SC(=S)N(C)C1=O	0
Fc1ccc(-c2ccc3c(c2)C2CC3CCN2Cc2ccc3c(c2)OCO3)cc1 (stereo not drawn)	0
C=C1CC(COc2cc(=O)oc3ccccc23)(c2ccccc2)OC1=O (stereo not drawn)	1
CCCCn1cnc2c(SCc3ccccc3Cl)nc(N)nc21	-4
O=C1C(=O)c2ccccc2C(O)=C1CC=C(Cl)Cl	3
Cc1cc2nc(N=C(N)N)nc(C)c2cc1C	0
CCN(C(=O)COC(=O)c1ccccc1Nc1ccccc1)c1c(N)n(Cc2ccccc2)c(=O)[nH]c1=O	-4
CN1CCN(C(=O)CSc2nc(-c3cccs3)cc(-c3cccs3)c2C#N)CC1	-3
O=C(Nc1nc2cc3c(cc2s1)OCO3)c1ccco1	-22
O=C1CSC(=S)N1N=Cc1c(O)ccc2ccccc12	-2
CC1CCN(S(=O)(=O)c2cn(CC(=O)N3CCN(C)CC3)c(=O)c3ccccc23)CC1	-1
O=C(O)C1CCN(Cc2oc(CO)cc(=O)c2O)C1 (stereo not drawn)	1

18 entries out of the list, sorted by molar mass, rising:
SMILES	NR3A LBD binder
S=c1ncc2[nH]c(=S)[nH]c2[nH]1	0
CC(=O)c1cc2c(cc1C)CCCC2(C)C	-2
O=C(Nc1ccccc1)OCCc1ccccn1	-2
CCOC(=O)C=C(C(=O)OCC)C(=O)OCC	-3
Nc1nccc(NCCSCc2ccccc2)n1	-1
OCCn1cnc2c(SCc3ccccc3)ncnc21	-4
Cc1cccc(/C(N)=N/OC(=O)COc2ccccc2Cl)c1	-1
Cc1ccc(CN2C(=O)COc3cc(NS(C)(=O)=O)ccc32)cc1	0
NS(=O)(=O)c1ccc(NC(=O)c2cccc3cc4ccccc4nc23)cc1	-2
Cc1cc(NC(=O)c2cc(-c3ccco3)on2)nn1Cc1ccc(Cl)cc1	0
Clc1ccc(-c2csc(Nc3ccccc3)[n+]2Cc2ccco2)c(Cl)c1	1
N=c1n(CC(=O)c2ccc([N+](=O)[O-])cc2)c2ccccc2n1Cc1ccccc1Cl	-4
O=C(NNS(=O)(=O)c1ccc2ccccc2c1)C1CCN(Cc2ccccc2)CC1	-2
CCOC(=O)C1CCCCN1C(=O)c1cc2ccc(OC)cc2c2cc(OC)c(OC)cc12 (stereo not drawn)	0
COc1ccccc1S(=O)(=O)Cc1ccc(C(=O)N2CCN(c3cccc(Cl)c3)CC2)o1	-2
OC[C@H]1O[C@@](CO)(O[C@H]2O[C@H](CO)[C@@H](O)[C@H](O)[C@H]2O)[C@@H](O[C@H]2O[C@H](CO)[C@@H](O)[C@H](O)[C@H]2O)[C@@H]1O	1
COc1ccc(NS(=O)(=O)c2cccc(C(=O)NNC(=O)CNC(=O)c3ccccc3Cl)c2)cc1	-3
Cc1ccc(Cn2nc(C)c(NC(=O)CSc3nc4c(c(C(F)(F)F)n3)CCc3ccccc3-4)c2C)cc1	1
